Screening data deposited in PubChem by several laboratories.
NadD block: inhibitors of S. aureus NadD, primary screen, biochemical, colorimetric, uHTS; Nicotinate-nucleotide adenylyltransferase NadD (Staphylococcus aureus N315); purified NadD enzyme, colorimetric absorbance read-out; inhibition, % at 20 µM; actives 0.78% (n = 360,000); AID 602399, 2012; in the data active means inhibition above about 26%; further: some compounds past the cut are filed as inactive
LMPTP inh: LMPTP phosphatase inhibitors, primary screen, biochemical, fluorescence intensity, uHTS. recombinant LMPTP-A, OMFP fluorogenic substrate. actives 0.22% (n = 360,000). inhibition, % at 20 µM. AID 651560, 2012;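 active means compounds that cut the enzyme signal by at least half of the control window in the single-dose screen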;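 further: plate controls were DMSO wells with enzyme plus substrate for no effect and substrate without enzyme for full effect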
Target sequence (P24666 whole entry, looked up): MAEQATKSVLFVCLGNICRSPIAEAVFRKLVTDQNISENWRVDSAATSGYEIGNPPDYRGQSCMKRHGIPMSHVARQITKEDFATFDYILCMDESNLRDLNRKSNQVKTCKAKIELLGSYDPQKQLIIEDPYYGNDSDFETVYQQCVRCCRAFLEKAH
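Test system – LMPTP-A enzyme · Amount – LMPTP-A at 0.625 nM final in the reaction · Buffer or medium – Bis-Tris pH 6.0, DTT, detergent · Reagent – OMFP 400 µM · Doses – single 20 µM dose · Schedule – reaction 50 min, room temperature, dark · Detection – fluorescence intensity of OMFP turnover product · Evaluation – percent inhibition versus substrate-only and uninhibited controls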
SUMO1 PPI mod: modulators of SUMO1 protein-protein interactions, primary screen, biochemical, uHTS | actives 0.33% (n = 360,000) | SUMO1 binding to a labelled peptide, TR-FRET, 1 h | inhibition, % at 20 µM; in the data active means inhibition above about 37%
CSN inh: inhibitors of CSN-mediated cullin deneddylation, primary screen, biochemical, fluorescence polarization, uHTS; COP9 signalosome complex subunit 5 (Homo sapiens), Q92905; Purified CSN, SCF-Nedd8-OG deneddylation; inhibition, % at 12.5 µM; actives 0.38% (n = 360,000); AID 651999, 2013;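 active means pattern-corrected inhibition above about 35%, with an unprinted fluorescence ratio check between 0.5 and 1.5, limit read from the data, passing the limit was not always enough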;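 further: 0% = enzyme with substrate and 100% = substrate without enzyme; some results filed as inactive read as strong as hits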
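Material: purified human Csn5 enzyme expressed in HEK293T cells / Medium: Tris buffer pH 7.5, NaCl, DTT, Tween-20, trehalose, ovalbumin / Compound dosing: 12.5 µM single point / Schedule: 90 min incubation of compound, enzyme and substrate at room temperature / Signal: fluorescence polarization of the substrate / Control set: no-enzyme wells high, enzyme-with-substrate wells low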
Rpn11 inh: Rpn11 (PSMD14) deubiquitinase inhibitors, primary screen, biochemical, fluorescence polarization, uHTS; 26S proteasome non-ATPase regulatory subunit 14 (Homo sapiens), O00487; human 26S proteasome, Ub4-pepOG fluorescence polarization; 20S core pre-blocked with epoxomicin; calls only at 20 µM; actives 0.59% (n = 360,000); AID 588493, 2011;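 active means inhibition at 20 µM, scaled to each plate's controls, above about 33%, limit read from the data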
DNMT1 block: human DNMT1 methyltransferase inhibitors, primary screen, biochemical, molecular beacon, fluorescence, HinP1I cleavage, uHTS | inhibition (reported as % activation of signal), % at 10 µM | AID 588458, 2011 | actives 0.83% (n = 360,000) | DNA (cytosine-5)-methyltransferase 1 (Homo sapiens), P26358; in the data active means inhibition above about 50%
STEP inh: STEP phosphatase inhibitors, primary screen, biochemical, fluorescence intensity, uHTS; Tyrosine-protein phosphatase non-receptor type 5 (Homo sapiens), P54829; recombinant STEP, OMFP fluorogenic substrate; inhibition, % at 20 µM; actives 0.25% (n = 360,000); AID 588621, 2011;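 active means inhibition at 20 µM, scaled per plate between control wells, above about 37%, limit read from the data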;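 further: 0% = DMSO with enzyme and substrate and 100% = substrate only without enzyme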
Target sequence (P54829 whole entry, looked up): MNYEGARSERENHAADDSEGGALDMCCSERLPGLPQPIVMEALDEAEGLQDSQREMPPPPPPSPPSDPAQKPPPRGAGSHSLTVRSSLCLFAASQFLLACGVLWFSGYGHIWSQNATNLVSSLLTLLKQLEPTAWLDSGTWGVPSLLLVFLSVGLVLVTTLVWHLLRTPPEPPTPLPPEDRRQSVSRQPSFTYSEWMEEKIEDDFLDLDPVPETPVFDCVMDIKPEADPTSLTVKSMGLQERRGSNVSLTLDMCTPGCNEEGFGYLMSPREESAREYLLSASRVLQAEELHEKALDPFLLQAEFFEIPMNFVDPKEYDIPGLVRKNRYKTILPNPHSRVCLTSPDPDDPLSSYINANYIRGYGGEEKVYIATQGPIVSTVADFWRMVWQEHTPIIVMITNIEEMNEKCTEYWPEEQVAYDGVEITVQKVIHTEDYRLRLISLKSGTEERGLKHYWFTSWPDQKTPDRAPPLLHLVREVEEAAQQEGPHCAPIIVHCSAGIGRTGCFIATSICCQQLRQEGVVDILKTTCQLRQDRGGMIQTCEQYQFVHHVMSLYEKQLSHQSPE
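System: isolated STEP enzyme; schedule: 20 min enzyme reaction at room temperature, protected from light; medium: Bis-Tris buffer pH 6.0, 2.5 mM DTT, 0.005% Tween 20; signal: fluorescence, 480/540 nm; dosing: single compound dose of 20 µM, 1% DMSO final; also added: OMFP substrate, 25 µM final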
TbMetRS inhib: T. brucei MetRS inhibitors, primary screen, biochemical, luminescence. purified T. brucei MetRS, ATP depletion, Kinase-Glo luminescence. AID 624268, 2012. actives 0.4% (n = 360,000). inhibition, % at 11.9 µM. methionyl-tRNA synthetase (Trypanosoma brucei brucei);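 active means inhibition above a per-plate cutoff of the control wells' mean inhibition plus 3 SD, cut at about 5.5% in these data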;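 further: 0% = DMSO wells median and 100% = median of wells with control inhibitor compound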
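Assay system: T. brucei methionyl-tRNA synthetase, purified | Medium: HEPES buffer with MgCl2, KCl, DTT, spermine, BSA, pyrophosphatase | Compound: 11.9 µM single point | Incubation: 15 min enzyme-compound preincubation, 2 h reaction, 10 min detection, 25 °C | Measured by: Kinase-Glo luciferase luminescence reporting remaining unconsumed ATP | Measure: % inhibition normalized to control-well medians | Replication: Singlicate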
Scp1 inh: Scp-1 phosphatase inhibitors, primary screen, biochemical, colorimetric, uHTS; Carboxy-terminal domain RNA polymerase II polypeptide A small phosphatase 1 (Homo …; Recombinant Scp1, phosphopeptide, malachite green phosphate absorbance; inhibition, % at 20 µM; actives 0.88% (n = 340,000); AID 493091, 2011;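 active means inhibition above about 50% at 20 µM, limit read from the data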;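 further: plate controls were DMSO wells with enzyme for no effect and wells lacking enzyme for full effect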
Target sequence (Q9GZU7 76-261 limits assumed): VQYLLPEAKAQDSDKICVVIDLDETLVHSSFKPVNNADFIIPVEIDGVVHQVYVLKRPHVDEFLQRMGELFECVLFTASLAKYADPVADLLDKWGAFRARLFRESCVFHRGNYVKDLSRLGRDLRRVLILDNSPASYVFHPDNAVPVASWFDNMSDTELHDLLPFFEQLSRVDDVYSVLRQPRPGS
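Incubation: 45 min enzyme reaction at room temperature / System: truncated SCP-1 phosphatase (76-261aa) / Reagent: Phospho 17-mer peptide substrate / Buffer or medium: Acidic Tris acetate buffer with magnesium and detergent / Signal: absorbance at 630 nm / Doses: one concentration, 20 µM, with 1.0% DMSO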
PABP1 MLLE inh: inhibitors of PABP1 MLLE–PAM2 peptide binding, primary screen, biochemical, fluorescence polarization, FITC-PAM2, GST-MLLE. actives 0.36% (n = 360,000). inhibition, % at 20 µM. AID 588489, 2011. Polyadenylate-binding protein 1 (Homo sapiens), P11940; in the data active means inhibition above about 35%, passing the limit was not always enough;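 further: plate controls were DMSO wells with GST-MLLE for no effect and wells lacking GST-MLLE protein for full effect; some results filed as inactive read as strong as hits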
* hit, by the source's call; i = inactive; x = no result given.

Under each structure – PABP1 MLLE inh, STEP inh, DNMT1 block, LMPTP inh, NadD block, CSN inh, TbMetRS inhib, Rpn11 inh, SUMO1 PPI mod, Scp1 inh
- O=C(Nc1ccccn1)c1cc2ccccc2cc1O
  14, -4, 2, 0.0, -2, 1, 2.8, i, 6, -8
- CCOC(=O)N1CCC(N2C(=O)c3ccccc3C2Nc2cc(C(=O)OC)cc(C(=O)OC)c2)CC1 (centres undefined)
  1, 0, 2, 1.0, 12, 3, -0.2, i, -3, -5
- COC(=O)[C@@]12C[C@@H](CC(=O)NCC34CC5CC(CC(C5)C3)C4)C(=O)N(Cc3ccccc3)C1=CCC(C)(C)C2
  x, x, x, 4.4, x, -3, -0.9, x, 7, x
- O=C(COc1ccc(Cl)cc1Cl)c1ccc[nH]1
  -18, -2, -10, 4.9, -5, 0, 0.1, i, 5, -11
- Cc1ccc(C(=O)NCC2CCCN2S(=O)(=O)c2ccc(C)cc2)cc1 (centres undefined)
  6, -2, -5, 0.3, 0, 0, -0.2, i, 0, -11
- NNC(=O)c1ccc(Cn2cc(Br)cn2)cc1
  2, -3, -1, -2.1, 1, -11, 0.9, i, 2, -5
- O=S(=O)(c1ccc2c(c1)OCO2)N1CCN(c2nnnn2-c2ccccc2)CC1
  12, 4, 4, -0.3, -11, -7, 0.3, i, -2, -7
- O=c1nc2ccccc2c2n1CC(CN1CCN(C(c3ccccc3)c3ccccc3)CC1)N2 (centres undefined)
  7, -3, -1, 7.9, 11, -2, -1.2, i, 0, 0
- Cc1cccc(C)c1NC(=O)C(c1cccc2ccccc12)n1c(=O)c(-c2cc3ccccc3[nH]2)nc2ccccc21 (centres undefined)
  x, x, x, 1.9, x, -1, -0.1, x, 0, x
- COc1ccc(NC(=O)C[C@H]2C(=O)N(C3CCCCC3)C[C@@H]2c2ccccc2)cc1
  -9, -2, 2, -3.7, -4, 5, -0.5, i, 3, x
- O=C(c1ccco1)c1n[nH]nc1-c1ccccc1
  10, -2, -1, -0.8, -1, -2, -0.7, i, -2, -7
- S=C(NCCCCNC(=S)NCc1ccccc1)NCc1ccccc1
  -5, 14, -1, -0.5, -6, -3, -0.2, i, 5, -1
- CCN(C(=O)COC(=O)c1[nH]c(=O)[nH]c(=O)c1N)c1ccccc1
  11, 6, 0, 1.7, -1, -9, 0.1, i, -12, -2
- C=CCNS(=O)(=O)c1cccc2cc(C(=O)O)c(O)cc12
  0, 3, -3, -3.4, -5, -4, 0.2, i, -4, -3
- CCN(C(=O)CSc1cc(C)c2ccc(OC)cc2n1)C1CCS(=O)(=O)C1 (centres undefined)
  -7, 2, 2, -0.7, 2, 4, 0.0, i, -4, -4
- CC(C)=CCSc1nnc([C@@H](NC(=O)OC(C)(C)C)C(C)C)o1
  -12, -2, 2, -0.1, -2, 5, 0.0, i, 2, -8
- FC(F)(F)c1ccccc1/C=N/Nc1ccccn1
  2, 2, 4, 0.7, -6, 2, -0.8, i, 3, 1
- CCN1CCN(C(=S)c2ccc([N+](=O)[O-])cc2)CC1
  31, 62*, 3, -1.2, -1, -15, -1.3, i, -20, 1
- Cc1ccc(C)c(NC(=O)C2CC=CCC2C(=O)O)c1 (centres undefined)
  8, -2, 1, 0.1, 7, -7, -0.6, i, -2, -2
- C=CCN(C1CCCCC1)S(=O)(=O)c1ccc2c(c1)oc(=O)n2C
  1, 4, -4, 0.2, -6, 1, 1.9, i, 4, 2
- CC1(C)CC(NC(=O)CCc2nnc(CCCCc3ccccc3)o2)CCO1 (centres undefined)
  1, -3, -1, -1.5, -3, 1, -0.2, i, -5, -3
- CCN(CC)S(=O)(=O)c1ccc(N2CCCCC2)c(NC(=O)C2CCN(C(=O)c3ccc(F)cc3)CC2)c1
  7, -1, 3, 1.0, -1, -3, -0.6, i, 0, -1
- COc1cc(C(=S)N2CCOCC2)cc(OC)c1OS(=O)(=O)c1ccc(C)cc1
  42*, 1, 2, -0.1, -3, 1, 0.1, i, 4, -10
- CN=C(Nc1ccc(C)c(C)c1)SC1CC(=O)N(c2ccc(OC)cc2)C1=O (centres undefined)
  5, -2, -6, 0.7, -3, 6, -0.1, i, -1, 3
- Cc1ccc(S(=O)(=O)CCC(=O)OCC(=O)N2c3ccccc3NC(=O)C2(C)C)cc1
  -1, 1, 6, 0.5, -3, 0, -0.1, i, 2, 16
- CC1(C(=O)O)CCN1C(=O)c1cccc(C(F)(F)F)c1 (centres undefined)
  2, 1, -1, -0.9, 4, 6, 0.6, i, 16, x
- CCN(CC)c1c(-c2ccccc2)c2cc(C)ccc2[nH]c1=O
  15, -3, 0, 0.1, 1, -2, -0.6, i, 19, 13
- COc1cccc(CNC(=O)C2CCN(S(=O)(=O)N3CC(C)CC(C)C3)CC2)c1 (centres undefined)
  1, 1, 12, 0.8, -1, -3, 0.3, i, -5, -9
- Cc1nnc(NC(=O)c2cc(S(=O)(=O)N(C)C)ccc2N2CCCC2)s1
  5, -2, 1, -1.4, -2, 1, -0.4, i, 1, -8
- C=CCn1c(Cc2cccs2)nnc1SCC(=O)c1ccc2ccccc2c1
  -78, 3, -5, 1.5, 0, -2, -0.1, i, -22, -2

Record cards (already shown). Order of values: PABP1 MLLE inh | STEP inh | DNMT1 block | LMPTP inh | NadD block | CSN inh | TbMetRS inhib | Rpn11 inh | SUMO1 PPI mod | Scp1 inh
CCN(CC)c1c(-c2ccccc2)c2cc(C)ccc2[nH]c1=O in the list: 15 | -3 | 0 | 0.1 | 1 | -2 | -0.6 | i | 19 | 13
CC1(C)CC(NC(=O)CCc2nnc(CCCCc3ccccc3)o2)CCO1 (centres undefined) in the list: 1 | -3 | -1 | -1.5 | -3 | 1 | -0.2 | i | -5 | -3

(cont.)
Under each structure – PABP1 MLLE inh, STEP inh, DNMT1 block, LMPTP inh, NadD block, CSN inh, TbMetRS inhib, Rpn11 inh, SUMO1 PPI mod, Scp1 inh
- O=C1CC(c2ccccc2)Oc2ccccc21 (centres undefined)
  -5, 1, 0, 1.1, -1, 2, -1.2, i, 2, -9
- O=C1CC(c2ccccc2)CN1C(=O)c1cccnc1 (centres undefined)
  -3, 1, 1, -0.8, -3, -4, -0.5, i, 1, -14
- CCOc1ccc(NC(=O)CC2SC(N)=NC2=O)c([N+](=O)[O-])c1 (centres undefined)
  -14, 1, 0, -2.5, -8, -8, -0.6, i, -16, -5
- O=C(Nc1ccccc1)c1ccc(S(=O)(=O)N2CCCC2)cc1
  -18, 1, 5, -0.7, -8, -8, -1.2, i, 1, -4
- COc1cc(S(=O)(=O)Nc2ccccn2)ccc1F
  6, -8, -4, -1.4, -1, -6, 0.2, i, 3, -6
- C[C@H](NC(=O)c1[nH]cnc1C(=O)Nc1ccon1)c1ccccc1
  5, -2, 0, -0.8, -2, 1, -0.4, i, 5, 16
- COP(=O)(OC)OC(C(=O)c1ccccc1)c1ccccc1 (centres undefined)
  x, x, x, -0.5, x, 1, -0.2, x, -6, x
- O=C(c1ccccc1-c1nc(-c2ccccc2)no1)N1CCCC1
  -5, 3, 0, 0.8, 0, -2, -1.1, i, 1, -5
- CC[C@]12c3[nH]c4cc(CCC(=O)N(C)C)ccc4c3CCN1C(=O)[C@@H](CC(=O)NCCc1ccccn1)C[C@@H]2C(=O)N1CCN(C(=O)C2CC2)CC1
  -3, 2, 3, -4.6, 5, -8, -0.2, i, 2, 4
- Cc1cc2oc(=O)cc(CN3CCCC3)c2cc1C
  -7, 1, -1, 0.0, -5, -4, -0.5, i, -5, x
- CCn1cc(C(=O)N2CCCC(N3CCN(c4ccccc4C)CC3)C2)cn1 (centres undefined)
  4, 0, 2, 0.0, 1, -3, -0.1, i, 0, -5
- CC1CN=C(N(C(=S)Nc2ccccc2)c2cccc(C(F)(F)F)c2)S1 (centres undefined)
  13, -2, 5, -0.4, -3, -2, 0.0, i, -1, 19
- CC(NS(=O)(=O)c1ccc2[nH]c(=O)c(=O)[nH]c2c1)C(=O)O (centres undefined)
  -6, -2, 0, -1.6, -4, 4, 1.0, i, -2, -9
- O=C(CSc1nnc(SCc2ccc(F)cc2)s1)Nc1ccc(C(=O)O)cc1
  -16, 1, -1, 1.2, -4, 7, 0.3, i, 1, -12
- Cc1ccc(C(=O)NNC2CC(=O)N(c3ccc4c(c3)OCCO4)C2=O)cc1 (centres undefined)
  -4, -2, -3, 0.1, 4, 0, -0.3, i, -1, -3
